M. tuberculosis: growth inhibition of non-replicating M. tuberculosis (AID 488890) | inhibition, % at 25 µM, or IC50 in µM where a hit was titrated | 320,000 tested, 0.39% active | Mycobacterium tuberculosis non-replicating, growth inhibition; higher % means a stronger effect; in the data active = a potency from the dose series;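 note: plate controls were DMSO cells for no effect and high antibiotic wells for full effect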
VEEV TC-83 Vero: inhibitors of VEEV TC-83 cytopathic effect, confirmation, Vero cells (AID 588727); 350,000 tested, 0.13% active; Vero cells, VEEV TC-83 cytopathic effect inhibition; higher % means a stronger effect; inhibition, % at 20 µM, or IC50 in µM where a hit was titrated; in the data active = a potency from the dose series; note: strong numbers were not always called active
Salmonella PhoP GFP: Inhibition of PhoP regulon, Salmonella typhi GFP reporter cells, confirmation, 4 h (AID 1850). 310,000 tested, 0.33% active. Salmonella Typhi PhoP-promoter GFP reporter, fluorescence, 4 h; higher % means a stronger effect. inhibition, % at 50 µM, or IC50 in µM where a hit was titrated; in the data active = a potency from the dose series;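 note: 0% = induced wells with vehicle and 100% = uninduced wells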
H1N1 NS1A inhibition: H1N1 influenza NS1A inhibitors, functional cell based assay (AID 504329); NS1A functional cell-based assay, percent inhibition; higher % means a stronger effect; inhibition, % at 12.5 µM; hits with a dose series show IC50 in µM; 340,000 tested, 0.3% active; in the data active = a potency from the dose series; note: strong numbers were not always called active
H37Rv inhibition: M. tuberculosis growth inhibition, HTS (AID 449762). inhibition, % at 25 µM, or IC50 in µM where a hit was titrated. 330,000 tested, 0.59% active. M. tuberculosis H37Rv growth inhibition, 7H9 media; higher % means a stronger effect; in the data active = a potency from the dose series;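 note: bacterial growth assessed after seven days of incubation; strong numbers were not always called active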
An asterisk follows results filed as active; i = inactive; . = no result given. Compounds were not picked by outcome; about 1.4% have a hit in one of these screens.

SMILES | M. tuberculosis | VEEV TC-83 Vero | Salmonella PhoP GFP | H1N1 NS1A inhibition | H37Rv inhibition
CC1(C)CC(=O)C2=C(C1)N(Cc1ccco1)C(=O)NC2(C(F)(F)F)C(F)(F)F | -10.1% | 0.2% | -11.4% | -5.3% | -2.5%
COc1cccc(-n2c(SCC(N)=O)nc3c([nH]c4ccccc43)c2=O)c1 | 8.7% | 9.2% | -0.9% | 1.0% | 2.6%
COC(=O)c1nc2n(n1)C(c1cc(OC)ccc1OC)C(C(=O)OC1CCCCC1)=C(C)N2 (stereo not given) | 30.4% | 2.6% | -11.2% | 20.4% | 16.3%
O=C(NCC(c1cccnc1)N1CCN(c2ccc(F)cc2)CC1)c1ccc2c(c1)OCO2 (stereo not given) | 11.3% | i | -7.1% | 3.7% | -9.9%
CCS(=O)(=O)c1ccc2oc(Nc3ccc(OC)cc3)nc2c1 | -14.8% | 3.8% | 4.5% | -6.8% | -10.2%
COc1ccccc1CCNC(=O)CN1C(=O)c2ccccc2S1(=O)=O | -9.0% | 1.1% | 3.0% | -9.2% | -10.7%
Cc1ccc(S(=O)(=O)NCCNC(=O)c2ccc(C)nc2)cc1 | -6.4% | 0.1% | 7.2% | -10.1% | 0.4%
O=c1oc(=O)c2ccccc2c2ccccc12 | . | 0.2% | . | -16.3% | .
CCCCNC(=O)CSc1nnc(Cc2ccccc2)n1CC1CCCO1 (stereo not given) | 4.5% | 0.2% | 7.1% | -15.1% | 1.1%
O=C1C=C(Nc2ccc(Cl)cc2)CC(c2ccccc2)C1 (stereo not given) | -9.5% | i | 1.3% | 1.7% | 6.9%
Cc1cc(C)n2c(Nc3ccc4c(c3)OCCO4)c(-c3ccc(C)o3)nc2n1 | . | 8.7% | -5.4% | 11.9% | -4.0%
O=C(NCCSCc1ccc(Cl)cc1)c1cccs1 | 48.1% | 0.3% | 17.0% | 8.0% | -0.5%
O=C(COC(=O)c1cc(NS(=O)(=O)c2cccs2)ccc1O)Nc1ccccc1 | 12.7% | 0.6% | 5.9% | 3.2% | 0.7%
O=c1c2c(ncn1CCO)nc1n2CCC1 | 0.1% | 1.1% | 1.9% | 1.2% | 12.2%
CC(C)c1c(O)nc(SCCN2CCOCC2)[nH]c1=O | -6.0% | 0.1% | 1.0% | -5.7% | 1.3%
CC(=O)OC1=C(O)C(=O)c2ccccc2C1=O | -2.8% | . | 142µM* | . | -9.5%
CCN(CC1COc2ccccc2O1)S(=O)(=O)c1ccc(C)cc1 (stereo not given) | 64.6% | i | 7.7% | -10.6% | 3.8%
CC1CN(C(=O)CS(=O)(=O)Cc2ccc(Cl)cc2)CC(C)O1 (stereo not given) | -10.1% | 1.2% | 0.8% | 4.3% | -7.8%
COc1ccccc1-n1cc(C(=O)NCC(=O)N2CCN(c3ccccc3)CC2)c2ccccc2c1=O | 14.0% | 1.4% | -1.1% | 2.4% | -1.6%
CC1CC(C)(C)CC2(C1)NC(=S)N(c1ccccc1)N2 (stereo not given) | 39.0% | 0.6% | 2.5% | 2.4% | 62.0%
O=C(Cn1cnc2c(oc3ccccc32)c1=O)NCCc1ccccc1 | 10.8% | i | -14.7% | -5.4% | 6.4%
CCn1c(C)nnc1SCC(=O)Nc1nccs1 | -2.5% | 0.3% | 1.6% | 6.1% | -4.6%
CCOc1ccc(C(C(=O)NCC2CCCO2)N(C(=O)c2snc(C(N)=O)c2N)c2cccc(F)c2)cc1 (stereo not given) | 3.7% | 8.5% | 7.2% | -1.3% | 0.6%
CCCS(=O)(=O)c1nc(S(=O)(=O)c2ccc(C)cc2)c(N2CCC(O)CC2)s1 | -3.5% | i | -11.6% | 3.1% | -4.2%
Cn1c(=O)oc2cc(S(=O)(=O)NCCN3CCc4ccccc4C3)ccc21 | -14.1% | i | -8.6% | 0.4% | -0.1%
Cc1ccccc1N1CCN(C2CCCN(C(=O)CCN3CCCCC3=O)C2)CC1 (stereo not given) | 12.7% | 1.2% | -4.6% | 3.7% | 2.2%
COc1cccc(NC(=O)CN(C)CC(=O)NCc2ccco2)c1 | 8.7% | 2.4% | . | -4.7% | -12.5%
O=[N+]([O-])c1cccc(CSc2ncnc3ccccc23)c1 | 34.9% | 13.1% | -19.1% | -7.7% | 5.0%
COC(=O)c1n[nH]n(-c2cc(Cl)cc(Cl)c2)c1=O | 5.8% | 2.2% | 6.7% | 3.4% | -13.9%
Cn1c(SCC(=O)NCc2cccs2)nnc1-c1ccc(S(=O)(=O)N2CCCC2)cc1 | -5.9% | 3.5% | 4.4% | 6.5% | 2.2%

Entries of single compounds as entered above:
COC(=O)c1n[nH]n(-c2cc(Cl)cc(Cl)c2)c1=O as listed: M. tuberculosis = 5.8%; VEEV TC-83 Vero = 2.2%; Salmonella PhoP GFP = 6.7%; H1N1 NS1A inhibition = 3.4%; H37Rv inhibition = -13.9%
CC1CN(C(=O)CS(=O)(=O)Cc2ccc(Cl)cc2)CC(C)O1 (stereo not given) as listed: M. tuberculosis = -10.1%; VEEV TC-83 Vero = 1.2%; Salmonella PhoP GFP = 0.8%; H1N1 NS1A inhibition = 4.3%; H37Rv inhibition = -7.8%

Only VEEV TC-83 Vero, for some of the entries so far:
smiles | VEEV TC-83 Vero
CCN(CC1COc2ccccc2O1)S(=O)(=O)c1ccc(C)cc1 (stereo not given) | i
CC1CN(C(=O)CS(=O)(=O)Cc2ccc(Cl)cc2)CC(C)O1 (stereo not given) | 1.2%

The list continues:
SMILES | M. tuberculosis | VEEV TC-83 Vero | Salmonella PhoP GFP | H1N1 NS1A inhibition | H37Rv inhibition
CCN(CC)CCNC(=O)CCCNC(=O)Cn1cnc2sc(C)c(C)c2c1=O | -1.9% | 0.7% | 11.0% | 4.9% | -4.2%
O=C(CCCNS(=O)(=O)c1cccc2nsnc12)NCCN1CCN(c2ccccc2F)CC1 | 11.3% | 1.1% | 9.1% | 2.1% | -10.3%
C=CCOc1ccccc1CN1CCC(C(=O)Nc2cccc(-c3ccn[nH]3)c2)CC1 | 62.6% | i | -0.2% | -0.7% | 33.9%
CCC(C)NC(=O)c1ccc(NS(=O)(=O)c2ccc3[nH]c(=O)[nH]c3c2)cc1 (stereo not given) | -6.4% | 2.1% | -17.7% | -4.1% | -3.2%
NC(CO)(CO)COCc1ccccc1 | -11.8% | 2.1% | -13.1% | 6.7% | 8.2%
CCN(CC)S(=O)(=O)c1cc([N+](=O)[O-])ccc1N1CCC(C(N)=O)CC1 | -9.7% | 1.1% | 7.0% | -3.2% | -0.9%
Cc1cc([N+](=O)[O-])nn1CC(=O)NCc1ccc(Cl)cc1 | -7.6% | 0.3% | 0.1% | -2.2% | 3.0%
CC1=C(C(=O)OCc2ccccc2)C(c2ccsc2)NC(=O)N1C (stereo not given) | 31.8% | 0.1% | -12.3% | -1.7% | 9.3%
COc1ccc(NC(=O)COC(=O)CCc2ccc(S(=O)(=O)N3CCOCC3)cc2)cc1Cl | 0.6% | i | . | -1.5% | 0.4%
CS(=O)(=O)c1ccc2nc(NC(=O)C3CC3)sc2c1 | -1.5% | 4.6% | 13.4% | . | 3.8%
O=C(O)C1Cc2ccccc2CN1C(=O)COc1ccc(Br)cc1 (stereo not given) | -7.8% | 1.0% | 2.7% | -5.0% | 1.8%
Cc1ccc(NC(=O)NC2CCCCCCC2)c(C)c1 | -20.3% | 1.3% | -8.1% | -9.3% | 0.7%
COc1ccc(CC2S/C(=C(\C#N)C(=O)NCc3ccco3)N(c3ccc(C)cc3)C2=O)cc1 (stereo not given) | 1.8% | i | -2.9% | -3.1% | 3.5%
OCCNCc1c(OCc2ccc(Cl)cc2)ccc2ccccc12 | 49.4% | i | -10.6% | 4.6% | 10.3%
Cc1cc(SCC#N)n2nc(C)c(-c3ccc(Cl)cc3)c2n1 | 8.0% | 1.1% | -1.4% | 3.6% | 11.5%
CC(=O)OC(C)(C)/C=C/C(=O)[C@](C)(O)C1[C@H](O)C[C@@]2(C)C3CC=C4C(C=C(O[C@@H]5O[C@H](CO)[C@@H](O)[C@H](O)[C@H]5O)C(=O)C4(C)C)[C@]3(C)C(=O)C[C@]12C (stereo not given in full) | 9.8% | i | . | -3.0% | -3.5%
O=C(CSc1nnc(CCCO)n1-c1ccccc1)NCCc1ccccc1 | 6.5% | 0.5% | -8.6% | -1.8% | -1.1%
CC(NS(=O)(=O)c1ccccc1)C(c1cccs1)N1CCOCC1 (stereo not given) | -15.5% | 0.2% | -3.4% | 21.7% | -6.9%
COc1ccccc1-n1c(O)c(/C=N/N2CCCCC2)c(=O)n(-c2ccccc2OC)c1=S | 1.8% | 8.0% | 5.8% | 2.3% | 0.8%
Nc1ccccc1S(=O)(=O)NCCCCc1ccccc1 | 0.6% | 0.3% | -5.7% | 14.2% | 10.8%
CC(C)NC(=O)c1ccc(-c2ccc(Cl)c(C(F)(F)F)c2)o1 | -2.9% | i | -0.5% | 1.5% | 0.1%
Cc1cc(C(=O)C(C(c2ccccc2)N2CCOCC2)N2CCOCC2)ccc1Cl (stereo not given) | . | i | . | 5.0% | .
S=c1[nH]nc(-c2ccccc2)n1/N=C/c1cccc(Cl)c1 | -20.7% | 1.0% | -2.3% | -8.6% | 5.8%
O=C(CCO)c1ccc(O)cc1 | -0.8% | 0.4% | 1.0% | 7.7% | -3.0%
Cc1cc(C(=O)O)ccc1NCc1ccncc1 | -32.0% | 1.0% | 0.8% | -0.1% | 0.3%
Cn1cccc1Cc1nnc(SCC(=O)NCc2ccco2)n1-c1ccc(F)cc1 | 21.3% | 1.1% | -5.3% | 10.4% | -4.4%
Clc1ccccc1-c1cc(COc2ccc3ccccc3c2)no1 | 9.4% | 0.6% | 3.9% | -17.4% | 35.3%
O=C(O)CSc1c2c(nc3cc(C(=O)Nc4cccc(C(F)(F)F)c4)ccc13)CCCC2 | 17.0% | 2.8% | 1.5% | -0.4% | 0.3%
CC(C)C[C@@H](CN1CCCC1CN1C(=S)NC[C@@H]1Cc1ccc(O)cc1)N1C[C@H](Cc2ccccc2)N(CCc2ccccc2)C1=S (stereo not given in full) | . | i | . | 3.7% | .
O=C(NC(=S)NCc1cccnc1)c1ccccc1 | -9.0% | 0.4% | -7.0% | -5.7% | -2.0%

Look-ups from the results shown.
For H37Rv inhibition, CC(C)NC(=O)c1ccc(-c2ccc(Cl)c(C(F)(F)F)c2)o1 reads 0.1%
For M. tuberculosis, O=C(CCO)c1ccc(O)cc1 reads -0.8%
For Salmonella PhoP GFP, COc1ccccc1-n1c(O)c(/C=N/N2CCCCC2)c(=O)n(-c2ccccc2OC)c1=S reads 5.8%

Some of these compounds in order of number of heavy atoms, rising.
SMILES | M. tuberculosis | VEEV TC-83 Vero | Salmonella PhoP GFP | H1N1 NS1A inhibition | H37Rv inhibition
CC(C)NC(=O)c1ccc(-c2ccc(Cl)c(C(F)(F)F)c2)o1 | -2.9% | i | -0.5% | 1.5% | 0.1%
Cc1cc(C(=O)C(C(c2ccccc2)N2CCOCC2)N2CCOCC2)ccc1Cl (stereo not given) | . | i | . | 5.0% | .
CC(=O)OC(C)(C)/C=C/C(=O)[C@](C)(O)C1[C@H](O)C[C@@]2(C)C3CC=C4C(C=C(O[C@@H]5O[C@H](CO)[C@@H](O)[C@H](O)[C@H]5O)C(=O)C4(C)C)[C@]3(C)C(=O)C[C@]12C (stereo not given in full) | 9.8% | i | . | -3.0% | -3.5%

(cont.)
SMILES | M. tuberculosis | VEEV TC-83 Vero | Salmonella PhoP GFP | H1N1 NS1A inhibition | H37Rv inhibition
CCOC(=O)c1oc2ccccc2c1COC(=O)C(C)NC(=O)c1ccco1 (stereo not given) | 6.9% | 3.0% | . | -6.0% | 8.6%
CCOC(=O)C1(CCCc2ccccc2)CCN(C(=O)CN2CCOC2=O)CC1 | -1.1% | 1.2% | -5.1% | 1.4% | -4.9%
Cn1ncc(Br)c1N1C(=O)CCC1=O | -9.7% | 3.1% | 8.0% | . | -0.3%
CCOC(=O)c1nsnc1NCCSC(=N)N | -2.5% | 0.8% | -7.3% | -10.5% | -2.4%
NNC(=O)c1cc(-c2cccs2)nc2ccccc12 | -1.1% | 0.4% | 7.0% | 25.3% | 9.4%
COc1cc2c(cc1OC)-c1cc(Nc3ccc(C(=O)O)cc3)nc(=O)n1CC2 | -0.2% | i | 0.8% | 2.5% | -0.1%
Cc1cc(C)cc(OCCNC(=O)c2cc(S(=O)(=O)N3CCOCC3)ccc2F)c1 | 2.3% | 1.5% | -8.2% | 2.7% | 1.9%
COc1ccc2c(C)cc(SCC(=O)N3CCOCC3)nc2c1 | -14.0% | i | 2.2% | 11.1% | -13.1%

Screening data: PubChem, Southern Research Specialized Biocontainment Screening Center
